Compound activity (PubChem BioAssay)
ABCB1 inh: blocks JC-1 efflux by human ABCB1 transporter | inhibition, % at 6.6 µM | P08183 | CCRF-Adr cells, flow cytometry | 0.067% of 190,000 active | AID 1326; in the data active = inhibition above about 40%;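 also: 0% = vehicle and 100% = reference inhibitor; higher value means more JC-1 retained so stronger ABCB1 efflux block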
Rac1 mut GTP: alters GTP binding to activated mutant human Rac1 | P63000 | GST-Rac1 activated beads, fluorescent GTP binding, flow cytometry; actives lie on both sides; 100% means binding = to untreated wells | percent activity (GTP binding), % at 10 µM | 0.11% of 190,000 active | AID 764;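 active = GTP binding at least 20 percentage points away from the 100% baseline, in either direction, so actives lie on both sides; inconclusive = Compound likely fluorescent itself, or too few beads counted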
Rab2 wt GTP: changes GTP binding to wildtype dog Rab2A, up or down | P61105 | GST-Rab2 wt beads, Bodipy-GTP binding, flow cytometry | GTP binding activity, % at 10 µM | 0.19% of 190,000 active;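 active = GTP binding activity at least 20 points away from 100%, either lowered or raised; inconclusive = signal likely due to the compound's own green fluorescence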;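 also: 0% = beads with excess unlabeled GTP and 100% = no-compound control corrected for plate trend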
HRas wt GTP bind: human HRas wildtype GTP binding, change in either direction; P01112; GST-Ras wt beads, Bodipy-FL-GTP binding, flow cytometry; actives lie on both sides; GTP binding activity, % at 10 µM; 0.14% of 190,000 active;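 active = GTP binding activity at least 20% away from the 100% baseline, either lowered as inhibitor or raised as activator; inconclusive = flagged as likely green fluorescent, judged across all proteins in the well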;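 also: 0% = unlabeled GTP competition control and 100% = no-compound control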
Target sequence (P01112 whole entry, looked up): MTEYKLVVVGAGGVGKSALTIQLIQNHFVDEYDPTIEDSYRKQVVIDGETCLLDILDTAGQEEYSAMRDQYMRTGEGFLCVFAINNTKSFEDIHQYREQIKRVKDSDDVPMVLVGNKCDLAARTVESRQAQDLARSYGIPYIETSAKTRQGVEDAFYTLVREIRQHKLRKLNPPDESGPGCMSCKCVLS
Avidin bead fluor: avidin bead compound fluorescence profile; fluorescence (KMESF) at 10 µM; AID 1775; Avidin beads, compound fluorescence 488/530 nm, flow cytometry; active compounds read high; 0.38% of 220,000 active; in the data active = fluorescence above about 47; also: inactives centre near 10
Cdc42 wt: human Cdc42 wildtype GTP binding change, either direction; P60953; GST-Cdc42 beads, Bodipy-GTP binding, flow cytometry; actives lie on both sides; percent activity (GTP binding), % at 10 µM; 0.2% of 190,000 active; AID 761;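 active = percent activity GTP binding at least 20 points away from the 100% baseline, either down as inhibitor or up as activator; inconclusive = compound flagged as likely green fluorescent from well-wide comparison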;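 also: median bead fluorescence of bound Bodipy-FL-GTP at 100 nM; 0% = excess unlabeled GTP control and 100% = no compound control; below 100% means less GTP binding so inhibitor and above means activator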
Target sequence (P60953 whole entry, looked up): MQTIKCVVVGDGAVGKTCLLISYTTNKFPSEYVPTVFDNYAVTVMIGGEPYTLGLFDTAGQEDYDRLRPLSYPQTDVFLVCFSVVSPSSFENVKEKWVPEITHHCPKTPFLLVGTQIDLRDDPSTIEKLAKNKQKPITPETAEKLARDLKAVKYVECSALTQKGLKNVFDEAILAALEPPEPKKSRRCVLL
Pf gametocyte: P. falciparum stage V gametocyte viability inhibition; P. falciparum stage V gametocytes, ATP luminescence, 24 h; 0.065% of 150,000 active; inhibition, % at 10.9 µM; AID 743093;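 active = inhibition above the mean plus 3 SD of compounds within the control limits, set per campaign, cut at about 38% in these data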;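 also: 0% = DMSO wells and 100% = medium only without gametocytes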
Rac1 wt modul: alters GTP binding to wildtype human Rac1 | GST-Rac1 beads, fluorescent GTP binding, flow cytometry; actives lie on both sides; 0 = cold GTP competed, 100 = untreated | GTP binding activity (% of control), % at 10 µM | 0.27% of 190,000 active;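 active = GTP binding activity at least 20 points away from the 100% control level, either lower or higher; inconclusive = compound flagged as likely green fluorescent, judged across all proteins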
ABCG2 block: blocks JC-1 efflux by human ABCG2 transporter; AID 1325; IgMXP3 cells, flow cytometry; 0.1% of 190,000 active; inhibition, % at 6.6 µM;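 active = inhibition above 80%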;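 also: 0% = DMSO and 100% = nicardipine control wells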
Target sequence (Q9UNQ0 whole entry, looked up): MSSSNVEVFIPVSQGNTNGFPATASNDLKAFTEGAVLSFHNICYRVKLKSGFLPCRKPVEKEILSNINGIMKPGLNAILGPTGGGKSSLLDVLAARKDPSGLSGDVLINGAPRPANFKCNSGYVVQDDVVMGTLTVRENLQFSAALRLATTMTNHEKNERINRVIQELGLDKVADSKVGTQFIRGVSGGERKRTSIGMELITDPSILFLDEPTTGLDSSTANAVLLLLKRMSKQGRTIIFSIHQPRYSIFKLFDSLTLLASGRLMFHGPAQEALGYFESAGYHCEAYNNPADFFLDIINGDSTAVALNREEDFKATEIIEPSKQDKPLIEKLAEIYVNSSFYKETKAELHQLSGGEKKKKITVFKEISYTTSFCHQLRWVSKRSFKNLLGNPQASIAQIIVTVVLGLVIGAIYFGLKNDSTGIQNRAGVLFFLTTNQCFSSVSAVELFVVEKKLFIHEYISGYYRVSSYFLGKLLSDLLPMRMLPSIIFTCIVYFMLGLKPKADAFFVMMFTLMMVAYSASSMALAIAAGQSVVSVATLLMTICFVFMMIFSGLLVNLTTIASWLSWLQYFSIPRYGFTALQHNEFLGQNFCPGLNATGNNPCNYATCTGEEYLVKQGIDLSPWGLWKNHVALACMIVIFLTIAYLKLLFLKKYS
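Test system: IgMXP3 cells (ABCG2) mixed with DDAO far-red-labelled CCRF-Adr cells (ABCB1). Reagent: JC-1 transporter substrate. Compound dosing: single test compound dose, 6.6 µM final. Times: 10 min compound exposure, 25 °C. Detection: flow cytometry of retained JC-1 fluorescence. Read-out basis: efflux inhibition in percent versus controls. Controls: nicardipine and DMSO wells.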
GSH bead fluor: compound fluoresces at 488/530 nm on GSH beads; GSH beads flow cytometry, compound fluorescence 488/530 nm; active compounds read high; 0.25% of 190,000 active; fluorescence (KMESF) at 10 µM; in the data active = fluorescence above about 89;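 also: glutathione beads carrying GST-tagged Bcl family fusion proteins plus one bare bead set; values are compound well signal with DMSO vehicle wells as background; inactives centre near 16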
Rab7 wt modul: modulators of GTP binding to dog Rab7 wildtype GTPase. AID 758. 0.055% of 190,000 active. GST-Rab7 beads, fluorescent GTP binding, flow cytometry; actives lie on both sides; untreated = 100%, excess cold GTP = 0%. GTP binding activity (percent of control), % at 10 µM;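 active = fluorescent GTP binding to Rab7 beads changed by at least 20 points from the 100% baseline, either direction, mostly lower; inconclusive = compound itself probably fluorescent, or too few beads counted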;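 also: median green fluorescence of bound Bodipy-FL-GTP per Rab7 bead population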
* hit, by the source's call; ? = inconclusive; · = no result given.

SMILES	ABCB1 inh	Rac1 mut GTP	Rab2 wt GTP	HRas wt GTP bind	Avidin bead fluor	Cdc42 wt	Pf gametocyte	Rac1 wt modul	ABCG2 block	GSH bead fluor	Rab7 wt modul
COc1ccc(/C=N/NC(=S)NC2CCS(=O)(=O)C2)cc1OC (stereo not drawn)	0.1	104	103	104	6	106	·	107	0	6	104
O=c1[nH]c(C2C3CC4CC(C3)CC2C4)nc2ccccc12 (stereo not drawn)	0.4	96	98	100	5	98	4	101	7	9	100
Cc1ccc(CNC(=O)Cn2cc(C(F)(F)F)ccc2=O)cc1	0.4	96	96	98	12	100	-6	102	-1	5	100
CCN(CC)CCCNC1CCS(=O)(=O)C1 (stereo not drawn)	0.3	97	99	98	14	99	·	96	2	28	100
CC(C)c1ccc(C(=O)N(c2ccccn2)C(C)c2ccco2)cc1 (stereo not drawn)	0.3	99	102	103	38	101	3	102	1	16	102
C/C(=N\N=C1\NC(=O)CC(C(=O)O)S1)c1cccs1 (stereo not drawn)	0.6	101	104	104	22	104	·	103	4	20	108
Cc1ccc(-n2ncc3c(=O)n(CC(=O)N4CCN(c5ccccc5)CC4)cnc32)cc1C	1.3	95	97	96	11	93	·	97	7	13	96
NC(=O)NOCc1ccccc1F	0.9	94	97	95	8	100	5	100	2	11	90
Cn1ncc([N+](=O)[O-])c1C(=O)n1nnc2ccccc21	0.4	95	103	101	10	94	·	101	0	24	105
Cc1ccc2cn[nH]c2c1N	0.4	?	?	?	10	?	14	?	3	9	?
FC(F)(F)c1nnc2ccc(Cl)nn12	0.2	97	98	96	29	99	-13	96	1	23	99
CCCN1C(=O)C(Cc2nc3ccccc3c(=O)n2-c2ccccc2)c2cc(C)ccc21 (stereo not drawn)	6.2	98	98	99	3	101	-5	103	4	12	101
CCCCOc1cccc(C(=O)N(Cc2cccs2)C2CCS(=O)(=O)C2)c1 (stereo not drawn)	3.5	97	99	101	11	101	1	104	13	26	100
COc1ccccc1/C=N\Nc1cn[nH]c(=O)c1Cl	1.0	97	99	98	10	100	-1	101	8	11	101
CCn1c(CNc2ccc(F)cc2)nnc1SCC(=O)OC1CCCCC1	1.3	95	92	92	2	94	12	94	5	47	92

Complete entries, quoted from the list.
`COc1ccccc1/C=N\Nc1cn[nH]c(=O)c1Cl` across the screens: ABCB1 inh = 1.0; Rac1 mut GTP = 97; Rab2 wt GTP = 99; HRas wt GTP bind = 98; Avidin bead fluor = 10; Cdc42 wt = 100; Pf gametocyte = -1; Rac1 wt modul = 101; ABCG2 block = 8; GSH bead fluor = 11; Rab7 wt modul = 101
`NC(=O)NOCc1ccccc1F` across the screens: ABCB1 inh = 0.9; Rac1 mut GTP = 94; Rab2 wt GTP = 97; HRas wt GTP bind = 95; Avidin bead fluor = 8; Cdc42 wt = 100; Pf gametocyte = 5; Rac1 wt modul = 100; ABCG2 block = 2; GSH bead fluor = 11; Rab7 wt modul = 90

(listing goes on)
SMILES	ABCB1 inh	Rac1 mut GTP	Rab2 wt GTP	HRas wt GTP bind	Avidin bead fluor	Cdc42 wt	Pf gametocyte	Rac1 wt modul	ABCG2 block	GSH bead fluor	Rab7 wt modul
Cc1ccc(S(=O)(=O)n2c([N+](=O)[O-])cnc2C)c(C)c1C	1.6	100	97	99	4	99	-7	101	7	11	104
COc1cccc(OC)c1OCCCOc1ccc(C)cc1Br	0.5	99	99	97	16	93	-7	98	11	10	92
Cc1ccc(S(=O)(=O)NC2CCC(C(=O)O)CC2)cc1 (stereo not drawn)	0.3	94	99	98	7	97	15	100	0	35	103
C/C(CC(=O)NCc1ccco1)=N\NC(=O)CC#N	0.4	93	101	97	11	96	3	102	1	14	109
CCOC(=O)c1c(Nc2ccccc2)sc(/C=C2\C=Nc3ccccc32)c1O	0.4	95	98	100	6	97	·	100	2	52	101
Clc1cccc(-c2ccc(C=Nc3ccc(N4CCOCC4)cc3)o2)c1Cl	0.9	83	86	88	8	86	-3	87	5	8	92
O=C(c1cccs1)N1CCN(S(=O)(=O)c2cccs2)CC1	0.5	90	96	95	8	94	-15	87	3	12	105
CCOC(=O)CN(C(=O)CSc1nnc(C)n1-c1ccccc1)c1ccccc1	0.7	94	98	101	14	99	·	98	4	40	101
O=C(NC(=S)NCCN1CCOCC1)c1ccccc1Cl	0.0	99	101	102	39	103	-14	101	1	12	100
Cc1cc(C(=O)NCCC(c2ccccc2)c2ccccc2)c(C)o1	1.8	100	98	99	31	100	·	101	11	18	99
CC(=O)NC(Cc1ccccc1)c1ccc2c(c1)OCCCO2 (stereo not drawn)	·	102	105	105	6	105	-10	108	-1	13	105
O=C(NCCCl)Nc1cccnc1Cl	0.1	98	96	96	15	95	-1	102	1	17	98
CS(=O)(=O)N1CCC(C(=O)Nc2ccc(F)cc2F)CC1	2.1	98	98	98	79*	99	-2	101	7	24	99
Cc1cccc(NCN2C(=O)c3ccncc3C2=O)n1	0.5	97	98	97	30	100	·	103	9	21	97
COc1ccc(CCN(C)C(=O)C2CCN(Cc3ccccc3)CC2)cc1OC	0.2	97	97	96	11	102	·	100	1	11	97
CCOC(=O)Cn1c(S(=O)(=O)Cc2ccc(F)cc2)nc(-c2ccccc2)c1-c1ccccc1	1.3	102	103	105	9	102	-8	109	4	13	105
O=C(NC(=S)N1CCN(c2ccc([N+](=O)[O-])cc2)CC1)c1ccccc1Cl	2.3	94	99	97	11	97	-4	94	9	24	104
COCC(C)n1c(=O)sc2ccccc2c1=O (stereo not drawn)	0.8	96	97	98	·	95	·	94	5	67	98
Cc1c(C)n(C(=O)CSc2ncn[nH]2)c2ccccc12	0.1	99	100	99	8	101	·	102	3	47	100
CCN(C(=O)COc1cc(=O)n(CC)c2ccccc12)c1cccc(Cl)c1	4.3	102	103	106	9	108	13	110	4	63	106
COc1cc(NC(=O)CCC(=O)O)nc(OC)n1	0.4	96	97	98	6	97	·	93	1	51	98
COC(=O)c1cccc(NC(=O)COC(=O)CSc2nc(C)cc(C)n2)c1	1.0	99	102	103	11	104	9	100	4	22	102
Cc1ccc(S(=O)(=O)N2CCN(CC(=O)N/N=C\C(Cl)=C\c3ccccc3)CC2)cc1	0.8	103	102	101	14	100	·	104	5	13	97
COc1cccc(-c2nc3ccccc3s2)c1	-0.8	100	101	102	8	104	19	106	10	52	101
O=C(NCCc1c[nH]c2ccccc12)/C(=C/c1cccnc1)NC(=O)c1cccs1	0.0	98	102	103	10	105	-10	104	1	26	105
CCOC(=O)c1c(C)[nH]c(C)c1C(=O)CSc1nnc(-c2ccco2)n1Cc1ccccc1	1.1	96	98	101	12	98	·	102	18	24	100
Nc1n[nH]c2c1C1(CCCCC1)Cc1ccccc1-2	0.3	101	100	101	39	103	·	103	0	25	94
COc1ccc(CNC(=O)C2CCCN2S(=O)(=O)c2ccc(S(=O)(=O)N(C)C)cc2)cc1 (stereo not drawn)	0.7	102	102	102	10	108	-9	108	1	43	100
CC(=O)n1nc(-c2cccc(C)c2)nc1SCC(=O)Nc1ccccc1	0.1	95	98	98	40	98	-23	96	0	16	100
COC(=O)CC(NS(=O)(=O)c1cccs1)c1cccc2ccccc12 (stereo not drawn)	0.9	92	97	96	14	97	·	93	5	26	94
COc1ccc(/C=C2\CCCc3c2nc2ccccc2c3C(=O)OCC(=O)c2c(N)n(C)c(=O)n(C)c2=O)cc1	-0.2	102	104	106	2	103	·	103	-5	6	104
COc1ccccc1NC(=O)CCC(=O)O	0.5	100	100	101	22	104	2	102	7	26	102
CC(Oc1cccc(NC(=O)c2cccs2)c1)C(=O)c1ccccc1 (stereo not drawn)	0.9	96	102	99	6	99	3	100	2	11	104
O=C(NCCC1=CCCCC1)C1CCC(CNS(=O)(=O)c2ccccc2)CC1 (stereo not drawn)	0.9	99	93	96	9	99	-7	99	3	22	94
Cc1ccc(NC(=O)c2sccc2SCc2cccc(C(F)(F)F)c2)cc1	0.3	99	99	102	8	101	·	109	5	14	104
CN(C(=O)CSc1nnc(-c2cccnc2)n1-c1ccccc1F)C1CCS(=O)(=O)C1 (stereo not drawn)	0.0	90	99	91	8	95	·	89	1	11	100
Cc1cccc(OCCCC(=O)Nc2ccc(S(N)(=O)=O)cc2)c1C	0.0	99	99	101	13	101	-5	105	17	9	99
NC(=O)CSc1nnc(Cc2ccc3c(c2)OCO3)o1	-0.4	94	95	95	12	96	7	95	0	11	101
CC1CC(=O)c2cnc(NCc3ccco3)nc2C1 (stereo not drawn)	0.7	98	100	100	10	99	·	103	15	32	101
CC1(C)CC(=O)N(Cc2ccccc2)C(=O)C1	0.2	99	99	99	4	105	·	101	1	9	100
O=C(Cn1[nH]c(=O)c2ccccc2c1=O)Nc1ccc(-c2nnc3n2CCCCC3)cc1	0.2	101	100	101	14	100	8	102	0	21	98
CN(C)CCOc1cccc(Cl)c1	-0.1	99	96	98	4	99	-21	101	-2	9	98
COc1ccc(NC(=O)c2cccnc2SC)cc1S(=O)(=O)N1CCCCC1	-0.1	100	100	98	12	100	7	100	0	12	96
COc1ccc(-n2c(COc3cccc(C)c3)nnc2SCC(=O)NCc2ccco2)cc1	2.6	100	104	104	17	104	·	103	5	25	102
CS(=O)(=O)N1CCC(C(=O)N2CCc3ccccc3C2)CC1	1.0	100	100	101	8	102	·	100	9	11	101
CCOC(=O)c1ccc(NC(=O)c2ccccc2N(C)S(=O)(=O)c2ccccc2)cc1	0.3	100	101	99	16	101	9	103	5	12	97
COc1ccc(COC(=O)Nc2cn(C)nc2C(F)(F)F)cc1	0.0	95	98	94	11	97	20	100	1	12	98
COC(=O)c1c(C)[nH]c(O)c1C=Nc1ccc(C(C)C)cc1	0.8	97	98	99	12	99	·	100	6	39	100
CCn1c(SCC(=O)Nc2ccccc2N2CCCCC2)nc2c1c(=O)n(C)c(=O)n2C	4.0	?	?	?	24	?	·	?	10	26	?
O=C(NNC1CC(=O)N(c2ccc3c(c2)OCCO3)C1=O)c1ccc(Cl)cc1 (stereo not drawn)	1.4	92	100	99	9	98	·	100	10	12	107
CN(C)S(=O)(=O)c1cccc(NC(=O)COC(=O)c2cccc(S(=O)(=O)N3CCc4ccccc4C3)c2)c1	-0.3	98	99	100	1	94	12	103	-1	6	96
COC(=O)C1=C(C)N(c2ccc(C(=O)OC)cc2)C(=O)C1	0.2	101	100	101	13	101	-1	107	0	30	100
O=C(Cn1nnc(-c2ccccc2NC(=O)c2cccs2)n1)Nc1ccccc1	0.3	99	100	101	9	102	·	104	5	18	99
c1csc(-c2nnc(N3CCCCCC3)c3ccccc23)c1	0.9	97	95	96	23	99	·	103	13	15	95
CCCCC(=O)Nc1cccn2ncnc12	0.2	92	95	93	20	93	·	92	2	11	91
